# Source: PubChem (Sanford-Burnham Center for Chemical Genomics)
# tim23-1 inh: tim23-1 yeast growth inhibition. S. cerevisiae tim23-1 growth, BacTiter-Glo luminescence, 24 h. inhibition, % at 20 µM. actives 1.3% (n = 330,000);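 active = growth inhibition of the mutant yeast at or above 50%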;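 also: temperature-sensitive mutant grown at 25 °C; plate controls were DMSO-treated mutant yeast for no effect and medium wells lacking yeast for full effect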
# Mdm2 MdmX PPI: inhibitors of human Mdm2/MdmX interaction; O15151+Q00987; SaOS-2 split-luciferase Mdm2/MdmX complementation, luminescence; inhibition, % at 8 µM; actives 3% (n = 330,000);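 active = inhibition of at least 50% at 8 µM in the primary screen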
# NR3A LBD binder: NR3A (human) ligand-binding domain modulation; Tm shift relative to glycine control, % at 25 µM; actives 2.5% (n = 340,000); AID 1259313; NR3A LBD differential scanning fluorimetry, Tm shift; 0% = protein alone, 100% = glycine-bound protein;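 active = melting temperature shift of at least 10% of the positive control shift, at one fixed dose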
# UPR XBP1 act: adaptive UPR (XBP1) activation | actives 0.33% (n = 330,000) | activation, % at 20 µM | CHO-XBP1 luciferase reporter, IRE1-XBP1 UPR activation, luminescence; percent of tunicamycin response, DMSO as zero | AID 463104;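 active = versus positive control, 20 µM dose yields 30% or more activation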;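 also: 100% = tunicamycin at 10 µg/mL and 0% = DMSO only wells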
#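 Assay system: CHO-XBP1 luciferase reporter cells; Schedule: 6 h treatment, 37 °C; Detection: glow luminescence from Steady-Glo reagent; Benchmarks: high control tunicamycin 10 µg/mL final, low control DMSO vehicle only.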
# NLRP3 yeast inh: blocks the NALP3 inflammasome reconstituted in yeast; Yeast reconstituted NLRP3/ASC/caspase-1, beta-gal luminescence, 24 h; inhibition, % at 10 µM; actives 0.39% (n = 330,000); AID 2825;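 active = inhibition of 50% or more; inactive = inhibition below 50%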;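 also: plate controls were induced DMSO wells for no effect and uninduced yeast grown without galactose for full effect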
# tim10-1 inh: inhibits growth of tim10-1 mutant yeast | actives 2.2% (n = 330,000) | inhibition, % at 20 µM | S. cerevisiae tim10-1 ts strain growth, BacTiter-Glo, 24 h;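 active = inhibition of at least 40%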;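 also: mutant grown at 25 °C; 0% = DMSO wells with yeast and 100% = wells holding no yeast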
# UPR CHOP act: apoptotic UPR (CHOP) activation. CHO-CHOP luciferase reporter, luminescence; percent of tunicamycin response over DMSO baseline. activation, % at 10 µM. actives 0.34% (n = 330,000). AID 449763;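 active = at 10 µM dose, activation of 40% or more, normalized to positive control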;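 also: 100% = tunicamycin at 10 µg/mL and 0% = DMSO alone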
#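 System: CHO-CHOP luciferase reporter cell line | Buffer or medium: F12 medium containing 10% fetal bovine serum | Doses: One dose, 10 µM in 0.5% DMSO | Times: 6 h compound exposure at 37 °C after overnight seeding | Signal: Luciferase luminescence | Read-out: % activation vs tunicamycin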
# APJ agonist: activates the human apelin receptor APJ; P35414; CHO-K1 APJ PathHunter beta-arrestin, luminescence; 0% DMSO wells, 100% apelin; activation, % at 20 µM; actives 0.11% (n = 330,000);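 active = activation more than six SD over the plate average, tested at 20 µM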;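 also: 0% = DMSO alone and 100% = apelin-13 at 10 nM; some results filed as inactive read as strong as hits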
# Target sequence (P35414 whole entry, looked up): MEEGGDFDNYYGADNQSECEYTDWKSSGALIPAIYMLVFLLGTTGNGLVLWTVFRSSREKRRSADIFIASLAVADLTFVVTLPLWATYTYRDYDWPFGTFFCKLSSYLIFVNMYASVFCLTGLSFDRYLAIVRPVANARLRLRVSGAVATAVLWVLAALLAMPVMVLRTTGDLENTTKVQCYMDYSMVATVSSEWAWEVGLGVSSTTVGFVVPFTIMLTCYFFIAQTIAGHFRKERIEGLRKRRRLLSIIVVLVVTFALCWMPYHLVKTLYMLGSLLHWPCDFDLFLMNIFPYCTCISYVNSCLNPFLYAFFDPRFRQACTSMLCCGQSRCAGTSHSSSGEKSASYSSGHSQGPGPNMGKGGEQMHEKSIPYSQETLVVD
#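 assay system = CHO-K1 APJ beta-arrestin complementation cell line | input = cell density 1000 per well | dosing = compound 20 µM once, DMSO 1% | timing = compound 90 min 25 °C, reagent 1 h | measured by = luminescence from split beta-galactosidase complementation, Galacton Star/Emerald II substrate | read-out basis = APJ agonist activity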
# TIM10 inh: TIM10 yeast growth inhibition; S. cerevisiae TIM10 strain growth, BacTiter-Glo luminescence, 24 h; inhibition, % at 10 µM; actives 1.4% (n = 330,000);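 active = inhibition of 40% or more at the single tested concentration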;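 also: wild-type TIM10 isogenic control strain grown at permissive 25 °C; 0% = DMSO yeast wells and 100% = minimal medium wells without yeast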
# The depositor's hits bear a star.
canonical_smiles | tim23-1 inh | TIM10 inh | NLRP3 yeast inh | UPR XBP1 act | Mdm2 MdmX PPI | tim10-1 inh | UPR CHOP act | APJ agonist | NR3A LBD binder
Cc1ccc(NC2CC(=O)N(c3ccc(N4CCCCC4)cc3)C2=O)cc1 (centres undefined) | -8 | -25 | 2 | -2 | 18 | -6 | 1.8 | -1 | 0
COc1ccc(OC)c(NC(=O)/C=C/c2ccc(S(=O)(=O)N3CCOCC3)cc2)c1 | 20 | 20 | 6 | -4 | 14 | 25 | -0.1 | -4 | -1
Cc1cccc(C)c1NC(=O)CNC(=O)c1ccc(N2CCCC2=O)cc1 | 10 | 8 | 16 | 1 | 11 | 5 | 0.9 | 0 | 1
O=C(CCc1c[nH]c2ccccc12)Nc1ccc(S(=O)(=O)Nc2ncccn2)cc1 | 19 | 16 | 14 | -1 | 16 | -4 | 1.7 | -2 | -6
O=C(Nc1ccccc1C(=O)N1CCOCC1)c1cc2ccccc2o1 | 13 | 1 | 19 | -4 | -2 | 1 | 0.8 | 3 | -1
C/C(=N\N=C(/N)SC1CC(=O)N(c2ccc(Cl)c(Cl)c2)C1=O)c1cccs1 (centres undefined) | 24 | 22 | 9 | 0 | 17 | -1 | -0.4 | 4 | 34*
NC1=NC(c2ccc(Cl)cc2)C(C(=O)c2ccccc2)N1 (centres undefined) | 15 | -10 | 2 | 1 | 32 | 7 | -0.3 | 2 | 1
O=C(Nc1ccc2c(c1)OCO2)c1ccc2nc[nH]c2c1 | -14 | 0 | 9 | 4 | -61 | 29 | 6.0 | -3 | -8
Cc1c(C(=O)NC(C)C)sc2ncn(CC(=O)N3CCC(C)CC3)c(=O)c12 | 2 | -20 | -1 | 0 | -8 | -10 | 2.2 | -1 | 1
Cn1ccc(NC(=O)c2ccc(Cl)cc2Cl)n1 | 15 | -1 | 7 | 1 | -30 | 12 | 9.1 | -3 | 1
Cc1ccnc(NC(=O)CCNS(=O)(=O)c2ccc(C)c(C)c2)c1 | 1 | 5 | 6 | -3 | -49 | 4 | 1.2 | 0 | 5
O=C(N/N=C/c1ccccc1OCc1ccccc1Cl)c1cccnc1 | 31 | 30 | 17 | 1 | -16 | 16 | 3.9 | 0 | -4
O=C(/C=C/c1cccc(Cl)c1)Nn1c(-c2cccs2)nc2ccccc2c1=O | 36 | 43* | 5 | -1 | -10 | 45* | -1.5 | -2 | 17*
N#Cc1ccc(NC(=S)NCCN2CCOCC2)cc1 | -7 | -7 | 5 | -3 | 12 | 0 | 0.1 | -2 | -2
CC(C)(C)N(Cc1ccccc1)C(=O)COc1cccnc1[N+](=O)[O-] | 18 | 6 | 13 | -5 | -2 | 30 | 1.2 | -4 | 0

# Copied from the list.
# O=C(/C=C/c1cccc(Cl)c1)Nn1c(-c2cccs2)nc2ccccc2c1=O | NLRP3 yeast inh: 5
# O=C(N/N=C/c1ccccc1OCc1ccccc1Cl)c1cccnc1 | UPR XBP1 act: 1

# Another view of part of the listing above:
# Order of values – tim23-1 inh, TIM10 inh, NLRP3 yeast inh, UPR XBP1 act, Mdm2 MdmX PPI, tim10-1 inh, UPR CHOP act, APJ agonist, NR3A LBD binder
> Cc1cccc(C)c1NC(=O)CNC(=O)c1ccc(N2CCCC2=O)cc1
→ 10, 8, 16, 1, 11, 5, 0.9, 0, 1
> Cn1ccc(NC(=O)c2ccc(Cl)cc2Cl)n1
→ 15, -1, 7, 1, -30, 12, 9.1, -3, 1
> N#Cc1ccc(NC(=S)NCCN2CCOCC2)cc1
→ -7, -7, 5, -3, 12, 0, 0.1, -2, -2
> Cc1ccnc(NC(=O)CCNS(=O)(=O)c2ccc(C)c(C)c2)c1
→ 1, 5, 6, -3, -49, 4, 1.2, 0, 5
> Cc1c(C(=O)NC(C)C)sc2ncn(CC(=O)N3CCC(C)CC3)c(=O)c12
→ 2, -20, -1, 0, -8, -10, 2.2, -1, 1
> O=C(N/N=C/c1ccccc1OCc1ccccc1Cl)c1cccnc1
→ 31, 30, 17, 1, -16, 16, 3.9, 0, -4

# (continued)
canonical_smiles | tim23-1 inh | TIM10 inh | NLRP3 yeast inh | UPR XBP1 act | Mdm2 MdmX PPI | tim10-1 inh | UPR CHOP act | APJ agonist | NR3A LBD binder
COC(=O)C1CCN(S(=O)(=O)c2c(C)n(C)c(=O)n(C)c2=O)CC1 | 0 | -3 | 15 | 1 | -6 | -11 | 0.5 | 7 | 0
CCOC(=O)c1ccc(NC(=O)N2CCN(C(=O)c3ccco3)CC2)cc1 | 1 | 13 | 13 | -1 | 5 | -17 | -2.7 | -2 | -6
O=C(COC(=O)c1ccccn1)Nc1cccc(Cl)c1Cl | 9 | 32 | 7 | 0 | -13 | 2 | -0.5 | 1 | 1
CCCNc1c(N)c(=O)oc2ccccc12 | 11 | -3 | 4 | 1 | 10 | 14 | 1.4 | 1 | -12
CCCCNC(=O)[C@]1(C)CCC[C@@]2(C)C3CC[C@@]4(C)C[C@]3(CCC21)CC4=O (some centres undefined) | 27 | 59* | 54* | -2 | 17 | -2 | 3.6 | -1 | 0
CC(=O)c1c(C)[nH]c(C(=O)OCC(=O)N2CCc3ccccc32)c1C | -16 | 25 | 4 | 1 | 5 | 2 | 2.9 | 2 | 1
O=C1CSC(c2cccnc2)N1Cc1ccc(Cl)cc1Cl (centres undefined) | 22 | 4 | 1 | 2 | -2 | 27 | 1.6 | -1 | -1
COC(=O)C1=C(CSc2nc3c(cc2C#N)CN(C)CC3)OC(N)=C(C#N)C1c1ccccc1F (centres undefined) | 20 | 14 | 3 | -4 | -6 | 12 | 2.4 | 4 | -7
Cc1ccc(NC(=O)CSc2n[nH]c(-c3ccco3)n2)c(C)c1 | 31 | -9 | 3 | 1 | -5 | -14 | 0.5 | 1 | -1
C[C@H]1COC(=O)[C@@H](Cc2ccc(F)cc2)C/C=C\C[C@@H](CC(=O)NCCO)C(=O)N1 | -3 | 1 | 17 | 0 | -1 | -14 | 0.1 | -1 | 1
COc1ccc(-c2nc3ccc(C)cc3c(=O)o2)cc1OC | 10 | 8 | 33 | -1 | 14 | 13 | 6.1 | 1 | 0
Cc1ccc(C(=O)NCC(=O)Nc2ccccc2C(F)(F)F)cc1 | 15 | 8 | 16 | -3 | 12 | -12 | -0.2 | -1 | -4
O=C1Nc2ccccc2C1=Nc1cccc(Cl)c1 | 0 | -1 | 8 | -5 | 16 | 9 | -0.3 | 0 | -2
CC1(C)C2CCC1(C)C(OC(=O)C[n+]1ccccc1)C2 (centres undefined) | 13 | -1 | 3 | -3 | 13 | -7 | 0.2 | -2 | 0
Cc1sc2ncnc(NCCN3CCOCC3)c2c1C | 5 | 11 | 0 | 0 | 24 | 4 | 1.9 | 0 | -3
COc1ccc(N2CCN(C(=O)COC(=O)CCc3ccccc3)CC2)cc1 | -3 | 6 | 11 | 2 | 12 | -3 | 0.9 | -1 | -1
CCC(=O)N1N=C(c2cccs2)CC1c1ccco1 (centres undefined) | 12 | 20 | 11 | -1 | -28 | 18 | -2.8 | -2 | 0
O=C(CCNC(=O)c1ccc(Br)cc1)NNC(=O)C1COc2ccccc2O1 (centres undefined) | -7 | -6 | -1 | 5 | 13 | -24 | 3.4 | -2 | 0
N#Cc1cc2nc(O)c(O)nc2cc1[N+](=O)[O-] | -2 | 13 | 20 | -7 | -3 | 9 | 1.1 | 8 | -4
Cc1cc(C)cc(C(=O)Oc2cc(C)[nH]c(=O)c2[N+](=O)[O-])c1 | -6 | -7 | 29 | -6 | 5 | -15 | 0.4 | -2 | 2
CCOc1nc(CC)nc(NC(=O)NS(=O)(=O)c2ccccc2Cl)n1 | 6 | -10 | 17 | 1 | 1 | 9 | -2.0 | 1 | 1
O=C(c1ccc([N+](=O)[O-])s1)N1CCCc2ccccc21 | -17 | 40* | 6 | 6 | 26 | 54* | -0.1 | 1 | 0
COc1ccc(CCNC(=O)c2ccc(CNS(=O)(=O)c3ccccc3)cc2)cc1OC | 16 | 15 | 17 | 0 | -1 | 10 | 2.0 | 0 | 0
Cn1c(=O)c2c(nc(CN3CCN(c4ccc(F)cc4)CC3)n2CCN2CCOCC2)n(C)c1=O | 13 | 1 | 3 | -1 | 22 | 13 | -0.9 | 0 | 0
CCOc1ccc(CC(=O)NNC(=S)Nc2ccc(OC)c(OC)c2)cc1 | 6 | 5 | 12 | 3 | -6 | -5 | -1.3 | -3 | 0
CCN(CC)CCNC(=O)CS(=O)Cc1nc(-c2ccccc2Cl)oc1C (centres undefined) | 2 | 3 | 7 | -4 | 7 | -22 | -0.4 | 1 | -1
O=C(CC1C(=O)NCCN1CCCc1ccccc1)NCCc1ccccc1Cl (centres undefined) | 22 | 5 | 24 | -6 | 9 | 0 | 0.7 | 1 | -4
COc1cccc(C2=NOC(C(=O)N3CCOCC3)C2)c1 (centres undefined) | 6 | -6 | 12 | 0 | -21 | -4 | 3.1 | 3 | 1
Cc1cc(NC(=O)CSc2nnnn2-c2ccc(C)c(C)c2)no1 | 17 | 14 | 4 | -3 | -33 | 11 | -1.0 | -4 | -3
N#CCC(=O)Nc1ccc(C(=O)OCC(=O)NC(=O)Cc2ccccc2)cc1 | -12 | -10 | 2 | 1 | 9 | -12 | 0.5 | -6 | 1
COc1ccc(/C=C/S(=O)(=O)NCc2ccccc2)cc1OC | -4 | -8 | 25 | -2 | -5 | -25 | -1.9 | -2 | -2
CCOC(=O)C(Cc1ccccc1)NC(=O)CNC(=O)CNC(=O)OCc1ccccc1 (centres undefined) | 7 | -2 | 11 | 4 | -2 | 15 | 1.1 | -1 | -7
Cc1ccccc1-n1c(SCc2c(C)noc2C)nnc1-c1c[nH]c2ccccc12 | -5 | -10 | 18 | -1 | 41 | -5 | -1.5 | -2 | -28
Cc1nc2cc(NC(=O)N3c4ccccc4CC3C)ccc2n1C (centres undefined) | 3 | -7 | 14 | -4 | -121 | -23 | -3.5 | 2 | 0
COCCCNC(=O)CCn1nc(-c2ccc(Cl)cc2)ccc1=O | 4 | -12 | 6 | -5 | 17 | -1 | 0.1 | 0 | -1
COc1ccc(-c2c[n+](CC(=O)N3c4ccccc4Sc4ccccc43)c3n2CCC3)cc1 | -6 | 1 | 20 | -2 | 38 | -22 | -1.8 | -2 | -4
COc1ccc(C2C(C(N)=O)=C(C)Nc3nc(-c4ccccc4)nn32)cc1OC (centres undefined) | 4 | 1 | 1 | -4 | 21 | -2 | -1.8 | -2 | 2
Oc1ccc2nc(Cc3ccccc3)[nH]c2c1 | 2 | 10 | 4 | 1 | -7 | 4 | 3.7 | 3 | -5
Cn1cccc1-c1cc(C(=O)N/N=C/c2ccc([N+](=O)[O-])cc2)[nH]n1 | -24 | -35 | 3 | 28 | 41 | -13 | 5.6 | 6 | 28*
O=C(CSc1ncn[nH]1)Nc1ccc(Br)cc1F | -5 | -20 | 6 | -1 | 1 | 5 | -1.1 | -6 | 1
CC1(C)CC(=O)N(c2ccc(Cl)cc2Cl)C(=O)C1 | 8 | 6 | 5 | 7 | 19 | 2 | 0.3 | -2 | 1
CN(c1ccc(C(=O)NCC2CCCO2)cc1)S(C)(=O)=O (centres undefined) | 16 | 15 | 24 | -3 | -19 | 10 | -0.3 | 0 | -2
Cc1ccc(-c2csc3ncn(-n4c(C)ccc4C)c(=O)c23)o1 | 20 | -1 | 12 | -10 | -5 | 16 | -0.8 | -3 | 0
COc1cc(C(=O)Nc2ccccc2N2CCN(S(C)(=O)=O)CC2)cc(OC)c1OC | 5 | -14 | 8 | -3 | 13 | -1 | 0.9 | 0 | 0
